CRFR2-BP antag – antagonists of CRF-binding protein/CRF-R2 receptor complex; HEK293 CRF-R2/CRF-BP, CRF-induced calcium fluorescence; inhibition, % at 11.8 µM; hit rate 0.59% among 350,000; AID 588475;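 active = inhibition of the ligand-induced calcium signal above about 50% at the single tested concentration, limit read from the data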
TAAR1 antagonist – antagonists of human TAAR1; Q96RJ0; CHO RD-HGA16 TAAR1, Fluo-8 calcium fluorescence, antagonist; inhibition, % at 3 µM; hit rate 1.5% among 360,000; AID 624466;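 active = inhibition above a per-plate cutoff, the mean inhibition of test compounds on that plate plus 3 SD, cut at about 49% in these data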;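 also: 0% = DMSO plus EC80 beta-PEA response and 100% = DMSO alone without agonist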
Target sequence (Q96RJ0 whole entry, looked up): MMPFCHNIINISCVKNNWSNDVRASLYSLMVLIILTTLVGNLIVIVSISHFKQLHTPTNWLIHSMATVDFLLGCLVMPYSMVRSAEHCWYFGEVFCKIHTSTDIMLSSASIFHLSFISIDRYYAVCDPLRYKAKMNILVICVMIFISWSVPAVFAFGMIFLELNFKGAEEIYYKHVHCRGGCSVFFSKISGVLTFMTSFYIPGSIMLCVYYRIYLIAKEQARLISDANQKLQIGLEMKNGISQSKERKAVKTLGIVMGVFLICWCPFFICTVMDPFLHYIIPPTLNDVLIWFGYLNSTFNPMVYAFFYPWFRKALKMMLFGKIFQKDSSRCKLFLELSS
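Material: CHO RD-HGA16 cells bearing hTAAR1; compound dosing: one-point dosing, 3 µM nominal final; schedule: dye loading 75 min at 37 °C, then 30 min room temperature; measured by: calcium fluorescence with Fluo-8; control set: vehicle and agonist controls; replication: n of 1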
M5 PAM – CHRM5 positive allosteric modulation | P08912 | CHO-K1 hM5, Fluo-8 calcium, ACh EC20 PAM; 0% = ACh EC20, 100% = ACh EC100 | activation, % at 3 µM | hit rate 0.3% among 360,000 | AID 624038;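 active = activation above the run cutoff, the mean activation of all test compounds plus 3 SD, cut at about 18% in these data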
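Measured by: Fluo-8 calcium fluorescence; material: human M5 receptor in CHO-K1 cells; schedule: Post-acetylcholine fluorescence recording 140 s; benchmarks: low control EC20 acetylcholine (0%), high control EC100 acetylcholine (100%); read-out: Max/basal fluorescence ratio as % of EC20–EC100 ACh window; compound: single dose, 3 µM nominal final test concentration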
CHO-K1 Ca PAM – counter-screen for M1 PAMs: effect in parental CHO-K1 cells; ATP EC20, Fluo-8 calcium fluorescence; 0% at ATP EC20, 100% at ATP max; activation, % at 3 µM; hit rate 0.02% among 360,000;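 active = activation above the run cutoff, the mean activation of all test compounds plus 3 SD, cut at about 40% in these data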;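 also: peak over basal fluorescence ratio in a 140 s read after ATP addition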
CRFR2-BP ag – CRF-BP/CRF-R2 complex agonism. HEK293 CRF-R2/CRF-BP, calcium dye fluorescence (FLIPR); percent of saturating CRF peptide response. activation, % at 13.2 µM. hit rate 0.46% among 350,000;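 active = activation of at least 50%, plus an integration ratio under a set limit after plate pattern correction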;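 also: plate controls were neutral control wells without compound for no effect and CRF at EC100 for full effect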
CHRM5 agonist – CHRM5 agonism in calcium assay. activation, % at 3 µM. P08912. hit rate 0.19% among 360,000. CHO-K1 hM5 cells, Fluo-8 calcium fluorescence; 0% DMSO wells, 100% maximal acetylcholine response;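 active = activation above the run's mean over test compounds plus 3 SD, cut at about 23% in these data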;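 also: signal is peak over basal fluorescence ratio across the kinetic read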
M5 antag – CHRM5 antagonism in calcium assay; inhibition, % at 3 µM; P08912; CHO-hM5 cells, Fluo-8 calcium fluorescence, ACh EC80; hit rate 0.59% among 360,000;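 active = inhibition above a per-plate cutoff, the mean of that plate's test compounds plus 3 SD, cut at about 27% in these data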;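 also: 0% = acetylcholine EC80 with DMSO and 100% = DMSO without agonist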
CHRM4 PAM – positive allosteric modulators of human muscarinic M4 receptor | activation, % at 3 µM | CHO-K1 hM4/Gqi5, Fluo-8 calcium fluorescence, ACh EC20; 0% = ACh EC20, 100% = maximal ACh | P08173 | hit rate 0.4% among 360,000;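 active = activation above its plate's cutoff, the mean activation of sample wells plus 3 SD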; also: some results filed as inactive read as strong as hits
Target sequence (P08173 whole entry, looked up): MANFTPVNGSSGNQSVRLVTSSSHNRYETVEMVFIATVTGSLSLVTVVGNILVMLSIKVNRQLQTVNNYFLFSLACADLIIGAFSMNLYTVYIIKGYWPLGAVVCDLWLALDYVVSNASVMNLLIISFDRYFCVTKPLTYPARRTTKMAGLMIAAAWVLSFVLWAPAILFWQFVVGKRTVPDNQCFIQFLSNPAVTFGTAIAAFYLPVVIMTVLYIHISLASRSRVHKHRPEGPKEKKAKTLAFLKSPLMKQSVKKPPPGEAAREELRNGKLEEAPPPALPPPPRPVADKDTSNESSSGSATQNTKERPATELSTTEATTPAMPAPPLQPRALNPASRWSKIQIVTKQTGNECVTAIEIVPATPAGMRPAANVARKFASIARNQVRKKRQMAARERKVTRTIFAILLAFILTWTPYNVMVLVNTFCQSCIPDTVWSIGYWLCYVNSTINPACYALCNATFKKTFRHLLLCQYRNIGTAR
TAAR1 ag – agonists of human TAAR1. Q96RJ0. CHO RD-HGA16 TAAR1, Fluo-8 calcium fluorescence; vehicle wells 0%, saturating PEA agonist 100%. activation, % at 3 µM. hit rate 0.99% among 360,000. AID 624467;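 active = activation above the mean activation of all test compounds in the run plus 3 SD, cut at about 38% in these data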
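test system = CHO RD-HGA16 cells carrying human TAAR1 plus Gα16 | schedule = 17-24 h seeding, 75 min 37 °C dye, 30 min RT | compound dosing = 3 µM single concentration | control set = DMSO and PEA EC100 | replicates = n 1 | signal = Fluo-8 fluorescence, 5 s baseline then 140 s kinetic read | measure = percent activation vs PEA EC100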
* = called active by the depositor; nt = no result given. This is a random part of the collection; about 4.2% have a hit in one of these screens.

SMILES | CRFR2-BP antag | TAAR1 antagonist | M5 PAM | CHO-K1 Ca PAM | CRFR2-BP ag | CHRM5 agonist | M5 antag | CHRM4 PAM | TAAR1 ag
COc1ccccc1CNc1ccc(N2CCCCC2)cc1 | 29 | nt | 0 | 14 | 4.0 | -1 | 4 | -3 | nt
O=C(NCCCN1CCC(Cc2ccccc2)CC1)C1CCC(=O)N1C1CCCC1 (centres undefined) | -10 | 4 | -13 | 3 | 3.4 | -5 | 5 | -9 | 1
O=C(COc1coc(CN2CCN(c3ccc(F)cc3)CC2)cc1=O)NC1CCCC1 | 17 | -6 | -2 | 16 | -0.8 | 3 | 4 | 11 | 3
CC(=O)Nc1ccc(CN2CCCC(C(=O)c3cccc(C(F)(F)F)c3)C2)cc1 (centres undefined) | -4 | -8 | -6 | 20 | -1.6 | -9 | 8 | -8 | 5
CCOC(=O)Cc1cnc(NC(=O)CSc2nc(C)c(CC)c(=O)[nH]2)s1 | -3 | 3 | -4 | -8 | -1.8 | 2 | 12 | -4 | 2
COc1cc(OC)cc(C(=O)NCC(=O)N2CCN(S(=O)(=O)c3ccccc3F)CC2)c1 | -2 | -9 | 6 | 4 | -1.9 | 2 | 5 | 7 | 2
COc1ccc(-c2nc(CS(=O)CC(=O)NC3CCCCC3)c(C)o2)cc1 (centres undefined) | -2 | -6 | 5 | -10 | -1.6 | -3 | -6 | 0 | 0
CCOc1ccccc1NC(=O)Nn1cnnc1 | -12 | -20 | -2 | 15 | 0.6 | -3 | 7 | 3 | 0
CC(C)(C)NC(=O)CN(C(=O)c1ccc(CN2CCOCC2)o1)c1ccc2c(c1)OCCO2 | -9 | 7 | 0 | -4 | -1.1 | 2 | 6 | -5 | 3
CCOC(=O)C1=C(N)Oc2cc(O)ccc2C1c1ccc(Br)cc1 (centres undefined) | 13 | -1 | -4 | 15 | 1.7 | 0 | 2 | 0 | 7
O=C(NCc1ccccc1)NC1(C(=O)N2CCN(c3ccccc3)CC2)CCCCC1 | -2 | -1 | 8 | 14 | 0.4 | -3 | -11 | -2 | 5
CCOc1ccc(NC(=O)COC(=O)CCN2C(=O)C3CC=CCC3C2=O)cc1OCC (centres undefined) | 5 | 5 | -2 | 17 | 0.5 | 3 | 5 | 0 | 0
CC(C)c1ccc(NC(=O)COc2nncc3ccccc23)cc1 | -34 | 4 | 1 | 19 | 0.8 | -2 | 0 | 9 | 7
Cc1cc(=O)c2ccc(C(F)(F)F)cc2[nH]1 | -4 | -10 | 9 | 11 | 2.7 | 8 | -10 | 6 | 8
CC(C)n1cc(/C=N/Nc2ccc(C(=O)O)cc2)c2ccccc21 | 8 | -8 | 5 | -9 | -5.2 | -1 | 4 | 6 | 3
CCCCCC(=O)NC(=S)Nc1ccc(NC(=O)c2ccco2)cc1 | -86 | 11 | -8 | 0 | 1.1 | -3 | 26 | -13 | 0
CCCCNC(=O)NCCN1CCOCC1 | 12 | 3 | 8 | 8 | 1.5 | 0 | 4 | 0 | 1
O=C(COC(=O)CNS(=O)(=O)/C=C/c1ccccc1)NC1CCS(=O)(=O)C1 (centres undefined) | -4 | -8 | 2 | 25 | -0.9 | -1 | -3 | 7 | 4
Cc1cccc(SCC(=O)Nc2ccc3c(c2)OCCO3)c1 | 19 | -35 | -2 | 11 | 0.6 | -4 | -3 | -1 | 6
C/C=C/c1cccc(-c2nc(C(=O)NC3Cc4ccccc4C3)cc3c2[C@@H](CCO)N(C(C)=O)C3)c1 | nt | -6 | -2 | 16 | nt | -1 | 13 | 1 | 5
O=C1NC(=Nc2ccc(Cl)cc2)SC1Cc1cccc(Cl)c1Cl (centres undefined) | 4 | -8 | 2 | 12 | -1.1 | 0 | 9 | 9 | 0
CC(C)(C)OC(=O)c1c(N)n(CCCN2CCCC2=O)c2nc3ccccc3nc12 | 14 | 31 | -11 | 10 | -0.7 | 1 | 6 | -8 | 8
O=C1N[C@@H](Cc2ccccc2)C(=O)N2[C@@H]3N(S(=O)(=O)c4ccccc4)c4ccccc4[C@]3(Br)C[C@@H]12 | -5 | 6 | -1 | 14 | 0.9 | 5 | 1 | -3 | 11
CC(C)(C)OC(=O)NCCCCCc1nnc(SCc2cccc(F)c2)o1 | 3 | 8 | 2 | -15 | -0.6 | 0 | 5 | -8 | -1
O=c1cc(-c2ccccc2)oc2c1CCCC2 | nt | nt | 0 | 11 | nt | 3 | -5 | -1 | nt
COc1ccc(/C(C)=N/NC(=O)Cc2ccc(Cl)cc2)cc1 | 1 | -16 | 0 | 6 | -2.2 | 0 | -3 | 3 | -2
CC1CCN(C(=O)CSc2nc(=O)n3cc(Cl)ccc3n2)CC1 | -4 | -1 | -4 | 4 | -0.3 | 2 | 7 | 10 | 0
COc1cc(CC(=O)Nc2ccc(Cl)c(C(F)(F)F)c2)cc(OC)c1OC | 8 | 8 | -2 | 10 | -3.6 | 3 | 4 | 8 | 8
CN(CC(=O)NCc1ccc2c(c1)OCO2)S(=O)(=O)c1ccc(Br)s1 | -9 | -6 | 1 | 19 | 0.5 | -8 | -1 | 3 | 0
O=C(CNS(=O)(=O)c1cccc(Br)c1)NCC1CCCCC1 | -4 | -2 | -1 | 15 | 0.3 | -1 | 4 | -1 | 2
Cn1cnc(S(=O)(=O)N2CCN(c3cccc(Cl)c3)CC2)c1 | 18 | -9 | 5 | 1 | -2.3 | -3 | -5 | 12 | 3
COc1ccc(Nc2c3c(nc4c(-c5ccccc5)c(C)nn24)CCC3)cc1 | 14 | -10 | 2 | 8 | -0.6 | 2 | -2 | 0 | 14
CCCc1cn(CC(C)n2c(=O)c3ccccc3n2Cc2cc(C(C)C)no2)nn1 (centres undefined) | nt | -24 | 2 | nt | nt | 2 | 0 | 0 | 0
CCC1=Nc2cc(C(=O)NCCCOC)ccc2Sc2ccccc21 | -20 | 1 | 1 | 19 | -5.4 | -5 | -1 | 0 | 11
COc1ccc(NC(=O)c2ccco2)cc1NC(=O)c1ccccc1F | -27 | -4 | 1 | 6 | -4.3 | -3 | -7 | 13 | 1
Cc1ccccc1Cc1ccc(Cl)nn1 | -6 | -3 | 9 | 24 | 0.9 | 4 | -1 | 7 | 0
COc1ccc(OC)c(N(CC(=O)Nc2cccnc2)S(C)(=O)=O)c1 | 16 | 7 | -7 | -7 | -1.3 | 2 | 6 | -1 | 2
Cc1nc(SCC(=O)Nc2ccc(Cl)cc2[N+](=O)[O-])nc(C)c1C | 37 | 3 | -2 | 16 | -0.3 | -7 | 2 | -3 | 3
Cc1c(C(=O)N(Cc2ccc(N(C)C)cc2)CC2CCCO2)oc2ccccc12 (centres undefined) | 24 | -19 | -1 | 2 | -2.6 | -3 | 0 | 0 | -1
CCCc1cc(C(=O)Nc2ccc(F)cc2F)no1 | -2 | -1 | 2 | 14 | 2.0 | -2 | -2 | 8 | 4
Cc1cc2cc(C)c3nnc(SCC(=O)Nc4ccc(S(=O)(=O)N5CCCCC5)cc4)n3c2cc1C | 0 | 16 | 1 | 1 | -1.5 | -2 | 5 | 12 | 0
CN1CCN(S(=O)(=O)c2ccc(-c3ccc(Cl)cc3)cc2)CC1 | -16 | 5 | 3 | 10 | -0.6 | -1 | -8 | 12 | 6
S=C(NC1CCCCC1)N1CCOCCOCCN(C(=S)NC2CCCCC2)CCOCCOCC1 | 115* | -7 | 15 | -11 | 2.7 | -1 | -1 | -11 | 6
Cc1c(C(=O)N2CCN(C(=O)c3ccco3)CC2)sc2nc(-c3ccc(F)cc3)cn12 | -65 | 24 | -8 | 8 | -3.0 | 2 | 8 | -4 | 5
CC(C)c1cc(=O)oc2c3c4c(cc12)CCCN4CCC3 | -3 | 14 | -1 | 10 | 7.8 | -4 | -5 | -12 | 1

Of the compounds above, these have an NH in an aromatic ring.
SMILES | CRFR2-BP antag | TAAR1 antagonist | M5 PAM | CHO-K1 Ca PAM | CRFR2-BP ag | CHRM5 agonist | M5 antag | CHRM4 PAM | TAAR1 ag
CCOC(=O)Cc1cnc(NC(=O)CSc2nc(C)c(CC)c(=O)[nH]2)s1 | -3 | 3 | -4 | -8 | -1.8 | 2 | 12 | -4 | 2
Cc1cc(=O)c2ccc(C(F)(F)F)cc2[nH]1 | -4 | -10 | 9 | 11 | 2.7 | 8 | -10 | 6 | 8

Quoted from the results shown, eleven compounds:
SMILES | CRFR2-BP antag | TAAR1 antagonist | M5 PAM | CHO-K1 Ca PAM | CRFR2-BP ag | CHRM5 agonist | M5 antag | CHRM4 PAM | TAAR1 ag
COc1ccc(NC(=O)c2ccco2)cc1NC(=O)c1ccccc1F | -27 | -4 | 1 | 6 | -4.3 | -3 | -7 | 13 | 1
Cc1ccccc1Cc1ccc(Cl)nn1 | -6 | -3 | 9 | 24 | 0.9 | 4 | -1 | 7 | 0
COc1ccc(OC)c(N(CC(=O)Nc2cccnc2)S(C)(=O)=O)c1 | 16 | 7 | -7 | -7 | -1.3 | 2 | 6 | -1 | 2
Cc1nc(SCC(=O)Nc2ccc(Cl)cc2[N+](=O)[O-])nc(C)c1C | 37 | 3 | -2 | 16 | -0.3 | -7 | 2 | -3 | 3
Cc1c(C(=O)N(Cc2ccc(N(C)C)cc2)CC2CCCO2)oc2ccccc12 (centres undefined) | 24 | -19 | -1 | 2 | -2.6 | -3 | 0 | 0 | -1
CCCc1cc(C(=O)Nc2ccc(F)cc2F)no1 | -2 | -1 | 2 | 14 | 2.0 | -2 | -2 | 8 | 4
Cc1cc2cc(C)c3nnc(SCC(=O)Nc4ccc(S(=O)(=O)N5CCCCC5)cc4)n3c2cc1C | 0 | 16 | 1 | 1 | -1.5 | -2 | 5 | 12 | 0
CN1CCN(S(=O)(=O)c2ccc(-c3ccc(Cl)cc3)cc2)CC1 | -16 | 5 | 3 | 10 | -0.6 | -1 | -8 | 12 | 6
S=C(NC1CCCCC1)N1CCOCCOCCN(C(=S)NC2CCCCC2)CCOCCOCC1 | 115* | -7 | 15 | -11 | 2.7 | -1 | -1 | -11 | 6
Cc1c(C(=O)N2CCN(C(=O)c3ccco3)CC2)sc2nc(-c3ccc(F)cc3)cn12 | -65 | 24 | -8 | 8 | -3.0 | 2 | 8 | -4 | 5
CC(C)c1cc(=O)oc2c3c4c(cc12)CCCN4CCC3 | -3 | 14 | -1 | 10 | 7.8 | -4 | -5 | -12 | 1

Carrying on:
SMILES | CRFR2-BP antag | TAAR1 antagonist | M5 PAM | CHO-K1 Ca PAM | CRFR2-BP ag | CHRM5 agonist | M5 antag | CHRM4 PAM | TAAR1 ag
Cc1nn(CCC#N)c2nc(-c3ccccc3)cc(C(F)(F)F)c12 | -10 | -7 | 3 | 13 | -1.1 | -3 | 6 | -1 | 17
O=C(Nc1ccccc1)NC1(C(=O)NCc2ccco2)CCCCC1 | -2 | 4 | -2 | -6 | 0.2 | 0 | 3 | -1 | 1
CCOC(=O)CCn1c(CC(=O)OCC)nc2ccccc21 | 1 | -8 | -5 | 17 | -0.7 | 0 | -7 | 3 | 0
O=C(NNC(=O)C1COc2ccccc2O1)c1ccccc1 (centres undefined) | -7 | 11 | 3 | 11 | -2.2 | 2 | -6 | 5 | 0
